Source: PubChem
HCV inh = qHTS Assay for Inhibitors of Hepatitis C Virus (HCV); AID 651820, 2012; Potency, µM (series often up to 41.8 µM), for inactives: top-dose activity change, negative = inhibition, usual class: inhibitors; 340,000 tested, 3.4% active; Huh7.5.1 HCVcc-Cre infection, luciferase reporter, 44 h; further: potency means the concentration at half of the fitted maximal effect
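Cells seeded at 1,000/well and cultured 4 h, then compounds added followed by HCVcc-Cre virus (~0.5 moi). After 44 h further culture, luciferase substrate was added, plates held 15 min at room temperature, and luminescence read for 15 sec.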
Sm TGR block = qHTS Assay for the Inhibitors of Schistosoma Mansoni Peroxiredoxins. Schistosoma mansoni thioredoxin glutathione reductase (TGR), Q962Y6. purified TGR, DTNB reduction, TNB absorbance 405 nm. Potency, µM (highest dose often 114 µM), for inactives: at the top dose activity change, negative = inhibition, hits mostly inhibitors. 360,000 tested, 3% active. AID 485364, 2010; further: potency means the concentration at half of the fitted maximal effect; nearly all actives have a fitted effect of over 60% in size
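Kinetic colorimetric format: TGR-catalysed, NADPH-driven DTNB reduction monitored via TNB absorbance. Enzyme dispensed at 20 nM; compound exposure 15 min at room temperature before reaction start.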
AMA1 RON2 block = qHTS for Inhibitors of AMA1-RON; Towards Development of Antimalarial Drug Lead: Primary Screen. AlphaScreen AMA1-biotinylated RON2 peptide binding. Potency, µM (highest dose often 58.2 µM), for the others: at the highest dose activity change, negative = inhibition, actives largely listed as inhibitors. 360,000 tested, 0.2% active. AID 720542, 2013;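 further: potency means the concentration at half of the fitted maximal effect; 0% = vehicle wells and -100% = peptide control; nearly all actives have a fitted effect of over 45% in size; some results filed as inactive show a strong effect at the top dose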
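AMA1 (3D7) with his tag at 25 nM final met compounds first, then biotinylated RON2 peptide at 25 nM; detection used donor plus acceptor beads, 10 µg/mL apiece, read by AlphaScreen after 30 min at room temperature.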
AmpC detergent = qHTS Inhibitors of AmpC Beta-Lactamase (assay with detergent); AID 485294, 2010; 370,000 tested, 0.041% active; P00811; Potency, µM (titrated, usually from 114 µM), for inactives: at the top dose activity change, negative = inhibition, most hits filed as inhibitors; AmpC hydrolysis of nitrocefin, absorbance 480 nm, 0.01% Triton;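 further: potency means the concentration at half of the fitted maximal effect; 0% = no-compound wells and -100% = no-enzyme wells; nearly all actives have a fitted effect of over 25% in size; some results filed as inactive show a strong effect at the top dose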
Target sequence (P00811 whole entry, looked up): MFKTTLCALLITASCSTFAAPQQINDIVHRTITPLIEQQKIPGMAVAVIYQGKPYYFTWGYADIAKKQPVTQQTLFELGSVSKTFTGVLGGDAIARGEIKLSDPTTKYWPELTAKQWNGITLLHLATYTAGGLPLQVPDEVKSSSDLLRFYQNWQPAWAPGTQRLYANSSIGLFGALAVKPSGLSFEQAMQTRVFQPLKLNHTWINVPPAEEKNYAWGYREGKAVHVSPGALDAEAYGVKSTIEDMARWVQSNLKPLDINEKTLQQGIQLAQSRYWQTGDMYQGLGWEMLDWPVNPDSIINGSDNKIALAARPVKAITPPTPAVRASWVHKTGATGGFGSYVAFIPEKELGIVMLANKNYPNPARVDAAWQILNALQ
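AmpC (5.3 nM in the dispensed reagent) in 20 mM phosphate pH 7.0 with 0.01% (detergent screen) or 0.0001% Triton X-100 was preincubated with compounds for 15 min at room temperature. Nitrocefin was then added from an 800 uM solution, and hydrolysis was followed at 480 nm.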
HCMV antiviral = qHTS Assay for inhibitors of the human cytomegalovirus (HCMV); 410,000 tested, 4.5% active; activity change, negative = inhibition, % at 57.5 µM; HFF cells, HCMV-luciferase reporter, 72 h; hits give low values; in the data active means activity change below about -60%; inconclusive means no clear call, values can overlap the other calls; inactive means above about -39%
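Steps: HFFs plated, 16 h 37C; compounds added; HCMV-luciferase added to MOI 1 PFU/cell; 72 h 37C; OneGlo reagent, 5 min room temperature; luminescence read, normalized to controls.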
FBPA Giardia inh = qHTS Assay for Inhibitors of Fructose-1,6-bisphosphate Aldolase from Giardia Lamblia; A8B2U2; 290,000 tested, 0.71% active; Potency, µM (top dose mostly 59.6 µM), inactives show at the top dose activity, negative = inhibition, most hits filed as inhibitors; purified Giardia FBPA; further: potency means the concentration at half of the fitted maximal effect; nearly all actives have a fitted effect of over 55% in size
Target sequence (A8B2U2 whole entry, looked up): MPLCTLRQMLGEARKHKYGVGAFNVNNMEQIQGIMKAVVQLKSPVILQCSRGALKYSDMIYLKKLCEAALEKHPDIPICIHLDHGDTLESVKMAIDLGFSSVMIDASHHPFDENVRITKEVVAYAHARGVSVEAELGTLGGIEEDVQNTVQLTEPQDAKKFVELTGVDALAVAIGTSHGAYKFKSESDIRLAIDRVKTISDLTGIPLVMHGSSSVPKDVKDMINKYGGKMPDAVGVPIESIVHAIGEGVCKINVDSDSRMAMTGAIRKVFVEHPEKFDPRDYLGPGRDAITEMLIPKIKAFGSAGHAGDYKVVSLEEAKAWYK
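40 nM FBPA preincubated 10 min at RT with compound (up to 57.5 uM final), then substrate plus GAPDH/TPI/NAD/arsenate coupling and diaphorase/resazurin added. Fluorescence read after 20 min at RT, 525/598 nm.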
Numbers without * were called inactive; & = joins results of further samples; [ ] = another dose, or the depositor's remark. Unless noted, the call rests on the fitted dose curve; in most records, active means well fitted curve in the direction sought with a large enough effect; inconclusive means small, poorly fitted or top-dose-only effect, or another doubt; inactive means no such curve, though single readings can be large; an effect the other way counts as inactive or inconclusive. Unless noted, on the % scale 0 is the no-effect control and ±100 the full control effect. An unsorted share of the library, and some 9.3% of all compounds hit somewhere here.

What do the screens show for `O=C(O)c1c(-c2ccccc2)oc2ccc(OCc3c(F)cccc3Cl)cc12`?
Sm TGR block: 2%; AmpC detergent: 3%; HCMV antiviral: -12

Results for COc1cccc(C(=O)OCC(=O)c2c[nH]c3ccccc23)c1O ?
HCV inh: -18%; Sm TGR block: 4%; AMA1 RON2 block: -5%; AmpC detergent: 5%; HCMV antiviral: 12; FBPA Giardia inh: 3%

Results for O=C(CCCC(=O)c1ccccc1)NCCc1ccccc1 ?
HCV inh: 25%; Sm TGR block: -6%; AMA1 RON2 block: 9%; AmpC detergent: -4%; HCMV antiviral: -1; FBPA Giardia inh: 9%

Results for CCOc1ccc(CCNC(=O)c2ccc3c(Cl)c4c(nc3c2)CCCC4)cc1 ?
Sm TGR block: -11%; AmpC detergent: 1%; HCMV antiviral: -3

What do the screens show for `Cc1ccc2nc(-c3ccccc3)cc(C(=O)NCC(c3ccco3)N(C)C)c2c1` (stereo unspecified)?
HCV inh: -25%; Sm TGR block: -13%; AMA1 RON2 block: 9%; AmpC detergent: -14%; HCMV antiviral: -32

How did CCc1cccc(C)c1NC(=O)CC1Oc2ccc(C)cc2NC1=O (stereo unspecified) do in these assays?
HCV inh: 1%; Sm TGR block: 10%&-3%; AMA1 RON2 block: 5%; AmpC detergent: 0%&21%; HCMV antiviral: 22&9; FBPA Giardia inh: -1%

What do the screens show for `CCOC1(C)OCC(=O)[C@]2(CCC3C4CCC5=CC(=O)C=CC5(C)C4C(=O)CC32C)O1` (stereo partly specified)?
HCV inh: 13%; Sm TGR block: 3%; AMA1 RON2 block: 12%; AmpC detergent: -12%; HCMV antiviral: 45; FBPA Giardia inh: 5%

What do the screens show for `CC12C=CC3(O1)C(C(=O)N1CCCOC13)C2C(=O)O` (stereo unspecified)?
HCV inh: 12%; Sm TGR block: 1%[57.1 µM]; AMA1 RON2 block: 13%; AmpC detergent: -4%; HCMV antiviral: -6; FBPA Giardia inh: 1%

How did COc1ccc(S(=O)(=O)N(CC(=O)N2CCN(C)CC2)c2ccccc2)cc1OC do in these assays?
HCV inh: 14%; Sm TGR block: 0%; AMA1 RON2 block: -10%; AmpC detergent: -9%; HCMV antiviral: 29; FBPA Giardia inh: 16%

How did CCOC(=O)c1ccc(NC(=O)CSc2nc3sc(C(=O)O)c(C)c3c(=O)[nH]2)cc1 do in these assays?
HCV inh: 8%; Sm TGR block: 18%; AMA1 RON2 block: 1%; AmpC detergent: -3%; HCMV antiviral: -12; FBPA Giardia inh: 20%

What do the screens show for `CCOC(=O)c1ccc(S(=O)(=O)Nc2nc3cc(S(=O)(=O)NC4=NCCCCC4)ccc3s2)cc1`?
HCV inh: -18%; Sm TGR block: 37%[activator]; AMA1 RON2 block: 3%; AmpC detergent: -6%; HCMV antiviral: 0; FBPA Giardia inh: 26%

How did CCOC(=O)c1sc(NC(=O)c2cc3c(C)nn(-c4ccccc4)c3s2)nc1C do in these assays?
Sm TGR block: -2%; AmpC detergent: -4%; FBPA Giardia inh: 11%

What do the screens show for `Cc1nc2scc(C)n2c(=O)c1S(=O)(=O)NCC1CCN(Cc2ccc(F)cc2)CC1`?
HCV inh: 8%; Sm TGR block: -4%; AMA1 RON2 block: 8%; AmpC detergent: 4%; HCMV antiviral: -38

How did COc1ccc(-c2c(C#Cc3ccsc3)c3cc(-c4ccc5[nH]ccc5c4)ccc3n2C)cc1 do in these assays?
HCV inh: -3%; Sm TGR block: -19%; AMA1 RON2 block: -10%; AmpC detergent: -1%; HCMV antiviral: 9

Results for COc1ccc(-c2cc(C(=O)NCc3ccco3)c3ccccc3n2)cc1 ?
HCV inh: -13%; Sm TGR block: 40µM*; AMA1 RON2 block: 0%; AmpC detergent: inconclusive; HCMV antiviral: -18; FBPA Giardia inh: -1%

What do the screens show for `Cc1cc(C)cc(N(CC(=O)N2CCCCCC2)S(C)(=O)=O)c1`?
HCV inh: -6%; Sm TGR block: 4%; AMA1 RON2 block: 9%; AmpC detergent: -2%; HCMV antiviral: 3; FBPA Giardia inh: 7%

Results for O=C(OCc1ccc([N+](=O)[O-])cc1)c1cc(=O)c2ccccc2o1 ?
HCV inh: 3%; Sm TGR block: -9%; AMA1 RON2 block: 1%; AmpC detergent: -15%; HCMV antiviral: 11; FBPA Giardia inh: -3%

Results for CCN(CC)S(=O)(=O)c1cccc(NC(=O)/C=C/c2cccc([N+](=O)[O-])c2)c1 ?
HCV inh: 6.3µM*; Sm TGR block: 3%; AMA1 RON2 block: -11%[11.6 µM]; AmpC detergent: -2%; HCMV antiviral: -85*; FBPA Giardia inh: -3%

How did CC(=O)Nc1ccc(SCC(=O)Nc2ccccc2Oc2ccccc2)cc1 do in these assays?
HCV inh: inconclusive; Sm TGR block: -17%; AMA1 RON2 block: -13%; AmpC detergent: inconclusive; HCMV antiviral: -35; FBPA Giardia inh: 7%

What do the screens show for `Cc1cc(NCCCN2CCOCC2)n2nc(C)c(-c3ccc(F)cc3)c2n1`?
HCV inh: inconclusive; Sm TGR block: 2%; AMA1 RON2 block: inconclusive; AmpC detergent: 2%; HCMV antiviral: -2; FBPA Giardia inh: -1%

How did c1ccc(CSc2ccc(-c3ccc4c(c3)OCO4)nn2)cc1 do in these assays?
HCV inh: -11%; Sm TGR block: 2%; AMA1 RON2 block: inconclusive; AmpC detergent: -6%; HCMV antiviral: 27; FBPA Giardia inh: 3%

How did O=C1CC(=O)Nc2cc(S(=O)(=O)N3CCN(c4cccc(C(F)(F)F)c4)CC3)ccc2N1 do in these assays?
HCV inh: 15%; Sm TGR block: 6%; AMA1 RON2 block: -7%; AmpC detergent: 2%; HCMV antiviral: 12; FBPA Giardia inh: -3%

What do the screens show for `CC(Oc1ccccc1F)C(=O)NNC(=O)CCNC(=O)c1ccccc1Cl` (stereo unspecified)?
Sm TGR block: -24%; AMA1 RON2 block: 19%; AmpC detergent: -9%; HCMV antiviral: 33

Results for C[C@]12CC[C@@H](O)C[C@H]1CC[C@@H]1[C@@H]2CC[C@]2(C)C(=O)CC[C@@H]12 ?
HCV inh: -7%&4%; Sm TGR block: -7%; AMA1 RON2 block: 18%; AmpC detergent: inconclusive; HCMV antiviral: -40

Results for COc1cc(OC)c(C2=NOC(C(=O)O)C2)cc1Cl (stereo unspecified) ?
HCV inh: -9%; Sm TGR block: 5%; AMA1 RON2 block: 14%; AmpC detergent: inconclusive; HCMV antiviral: -11; FBPA Giardia inh: 13%

What do the screens show for `CS(=O)(=O)N(Cc1ccccc1)c1ccc(C(=O)Nc2ccccc2Sc2ccccc2)cc1`?
HCV inh: 7%; Sm TGR block: 1%; AMA1 RON2 block: 17%; AmpC detergent: -14%; HCMV antiviral: -16; FBPA Giardia inh: -3%

Results for CCOc1ccc(C(=O)Nc2ccc3nc(SCCOc4ccccc4)sc3c2)cc1 ?
Sm TGR block: 8%; AmpC detergent: 22%; HCMV antiviral: 6

How did Cc1ccc(C(=O)NCC(=O)NC23CC4CC(CC(C4)C2)C3)cc1 do in these assays?
HCV inh: 26%; Sm TGR block: 5%; AMA1 RON2 block: 0%; AmpC detergent: -3%; HCMV antiviral: 22

Results for O=C(CSc1ccccc1)Nc1cccnc1 ?
HCV inh: 15%; Sm TGR block: -6%; AMA1 RON2 block: -19%; AmpC detergent: inconclusive; HCMV antiviral: -31; FBPA Giardia inh: 3%

Results for CC(C)Oc1ccc(C2CC(=O)N(c3cccc(Br)c3)C2=O)cc1 (stereo unspecified) ?
HCV inh: -3%; Sm TGR block: 6%; AMA1 RON2 block: 14%; AmpC detergent: 7%; HCMV antiviral: 22; FBPA Giardia inh: 2%

Sorted by molecular weight (ascending): some entries from above
Results for O=C(CSc1ccccc1)Nc1cccnc1 ?
HCV inh: 15%; Sm TGR block: -6%; AMA1 RON2 block: -19%; AmpC detergent: inconclusive; HCMV antiviral: -31; FBPA Giardia inh: 3%

Results for O=C(CCCC(=O)c1ccccc1)NCCc1ccccc1 ?
HCV inh: 25%; Sm TGR block: -6%; AMA1 RON2 block: 9%; AmpC detergent: -4%; HCMV antiviral: -1; FBPA Giardia inh: 9%

How did CCc1cccc(C)c1NC(=O)CC1Oc2ccc(C)cc2NC1=O (stereo unspecified) do in these assays?
HCV inh: 1%; Sm TGR block: 10%&-3%; AMA1 RON2 block: 5%; AmpC detergent: 0%&21%; HCMV antiviral: 22&9; FBPA Giardia inh: -1%

Results for CCN(CC)S(=O)(=O)c1cccc(NC(=O)/C=C/c2cccc([N+](=O)[O-])c2)c1 ?
HCV inh: 6.3µM*; Sm TGR block: 3%; AMA1 RON2 block: -11%[11.6 µM]; AmpC detergent: -2%; HCMV antiviral: -85*; FBPA Giardia inh: -3%

What do the screens show for `CCOC1(C)OCC(=O)[C@]2(CCC3C4CCC5=CC(=O)C=CC5(C)C4C(=O)CC32C)O1` (stereo partly specified)?
HCV inh: 13%; Sm TGR block: 3%; AMA1 RON2 block: 12%; AmpC detergent: -12%; HCMV antiviral: 45; FBPA Giardia inh: 5%

New compounds follow:
Results for CCOc1ccccc1CNC(=O)Cn1cc2c(n1)-c1c(oc(C(=O)N3CCCC3)c1C)CC2 ?
Sm TGR block: -23%; AmpC detergent: 14%; HCMV antiviral: inconclusive

Results for CC(C)(C)N(Cc1ccccc1)C(=O)COC(=O)CNC(=O)c1ccco1 ?
HCV inh: 3%; Sm TGR block: -2%; AMA1 RON2 block: -2%; AmpC detergent: -13%; HCMV antiviral: -2

What do the screens show for `Cc1cc(Nc2ccc3c(c2)OCCO3)n2nc(C)nc2n1`?
HCV inh: 7%; Sm TGR block: 7%; AMA1 RON2 block: -3%; AmpC detergent: -6%; HCMV antiviral: 30; FBPA Giardia inh: 0%

Results for C=CCN1C(=O)S/C(=C\c2ccc(N3CCOCC3)cc2C)C1=O ?
HCV inh: inconclusive; Sm TGR block: -34%; AMA1 RON2 block: -26%; AmpC detergent: -4%; HCMV antiviral: -26; FBPA Giardia inh: -1%

How did Cc1cc(=O)oc2cc(OCC(=O)Nc3c(C)n(C)n(-c4ccccc4)c3=O)c(Cl)cc12 do in these assays?
HCV inh: inconclusive; Sm TGR block: 4%; AMA1 RON2 block: -4%; AmpC detergent: -13%; HCMV antiviral: 2

Results for O=C(Nc1ccccc1N1CCOCC1)c1ccc(Cl)c(S(=O)(=O)N2CCCC2)c1 ?
HCV inh: inconclusive; Sm TGR block: 1%; AMA1 RON2 block: 0%; AmpC detergent: 0%; HCMV antiviral: -9

Results for COc1cc2[nH]c(C(=O)N3CCN(c4ccc(F)cc4)CC3)cc2c(OC)c1OC ?
HCV inh: 23%; Sm TGR block: 10%; AMA1 RON2 block: -1%; AmpC detergent: -3%; HCMV antiviral: 40; FBPA Giardia inh: 13%
